APJ antagonist: antagonists of human apelin receptor APJ, primary screen, CHO-K1 cells, beta-arrestin complementation, luminescence; P35414; inhibition, % at 20 µM; 0.32% of 330,000 active;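 active means inhibition above about 40% at 20 µM, limit read from the data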;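 further: cells challenged with 10 nM apelin-13 agonist together with compound; plate controls were apelin-13 plus DMSO wells for no effect and DMSO wells lacking apelin-13 for full effect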
ATG4B inhibitor: ATG4B protease inhibitors, primary screen, biochemical, fluorescence, uHTS. Cysteine protease ATG4B (Homo sapiens), Q9Y4P1. ATG4B cleavage of LC3-PLA2, NBD-HPC fluorescence, 1 h. inhibition, % at 8.33 µM. 0.51% of 340,000 active. AID 504462, 2011; in the data active means inhibition above about 40%
APJ ag: agonists of human apelin receptor APJ, primary screen, CHO-K1 cells, PathHunter beta-arrestin, luminescence; activation, % at 20 µM; 0% DMSO wells, 100% apelin; P35414; 0.11% of 330,000 active;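 active means activation more than six SD over the plate average, tested at 20 µM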;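 further: 0% = DMSO alone and 100% = apelin-13 at 10 nM; some results filed as inactive read as strong as hits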
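Test system: CHO-K1 APJ beta-arrestin complementation cell line | Compound: Single test compound dose, 20 µM final, 1% DMSO | Incubation: Compound 90 min 25 °C, reagent 1 h | Measured by: beta-gal luminescence | Read-out basis: APJ–arrestin association signal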
EBI2 antag: EBI2 receptor antagonists, beta-arrestin recruitment, primary screen, cell-based, luminescence, 7a,25-OHC stimulation, uHTS; inhibition, % at 5 µM; G-protein coupled receptor 183 (Homo sapiens), P32249; 0.81% of 360,000 active; 7a,25-OHC stimulated; in the data active means inhibition above about 38%;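 further: enzyme fragment complementation signal reports receptor beta-arrestin coupling in cells; 0% = agonist plus DMSO wells and 100% = wells without agonist; some results beyond the cut were filed as inactive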
Target sequence (P32249 whole entry, looked up, the tested form may be a part): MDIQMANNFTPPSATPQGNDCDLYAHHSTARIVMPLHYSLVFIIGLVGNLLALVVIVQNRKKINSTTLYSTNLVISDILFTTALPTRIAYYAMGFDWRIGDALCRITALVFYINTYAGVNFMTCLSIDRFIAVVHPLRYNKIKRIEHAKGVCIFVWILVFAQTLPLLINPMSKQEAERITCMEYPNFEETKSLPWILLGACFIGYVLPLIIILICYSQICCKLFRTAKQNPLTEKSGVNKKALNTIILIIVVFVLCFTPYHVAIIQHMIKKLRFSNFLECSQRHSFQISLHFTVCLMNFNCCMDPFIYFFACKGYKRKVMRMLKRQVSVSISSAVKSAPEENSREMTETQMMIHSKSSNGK
CXCR6 inh: CXCR6 receptor inhibitors, primary screen, cell-based, beta-arrestin, luminescence, CHO-K1 PathHunter, 1536-well; C-X-C chemokine receptor type 6 (Homo sapiens), O00574; inhibition, % at 20 µM; 0.36% of 360,000 active; in the data active means inhibition above about 34%, passing the limit was not always enough;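 further: antagonist mode with CXCL16 agonist at 10 nM final; 0% = 10 nM CXCL16 with DMSO and 100% = unstimulated wells without agonist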
Target sequence (O00574 whole entry, looked up): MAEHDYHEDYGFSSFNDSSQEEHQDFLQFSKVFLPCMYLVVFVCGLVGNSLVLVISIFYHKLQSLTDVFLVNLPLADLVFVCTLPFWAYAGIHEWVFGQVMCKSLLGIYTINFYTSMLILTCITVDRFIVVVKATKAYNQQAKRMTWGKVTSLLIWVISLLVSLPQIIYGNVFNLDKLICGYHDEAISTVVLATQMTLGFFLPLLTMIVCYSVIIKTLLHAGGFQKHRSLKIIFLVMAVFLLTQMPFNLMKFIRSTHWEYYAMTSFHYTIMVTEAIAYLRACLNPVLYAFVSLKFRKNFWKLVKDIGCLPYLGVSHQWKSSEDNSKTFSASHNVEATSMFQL
CCR6 antag: CCR6 receptor antagonists, primary screen, cell-based, CHO-K1, luminescence, beta-arrestin, uHTS | C-C chemokine receptor type 6 (Homo sapiens), P51684 | CHO-K1 CCR6 PathHunter beta-arrestin, CCL20-stimulated | inhibition, % at 20 µM | 0.49% of 340,000 active | AID 493098, 2011;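 active means compounds whose inhibition of the agonist-driven luminescence signal at 20 µM reaches about 50%, limit read from the data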;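 further: cells stimulated with CCL20 at 14 nM final; plate controls were DMSO with CCL20 for no effect and DMSO without agonist for full effect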
Target sequence (P51684 whole entry, looked up): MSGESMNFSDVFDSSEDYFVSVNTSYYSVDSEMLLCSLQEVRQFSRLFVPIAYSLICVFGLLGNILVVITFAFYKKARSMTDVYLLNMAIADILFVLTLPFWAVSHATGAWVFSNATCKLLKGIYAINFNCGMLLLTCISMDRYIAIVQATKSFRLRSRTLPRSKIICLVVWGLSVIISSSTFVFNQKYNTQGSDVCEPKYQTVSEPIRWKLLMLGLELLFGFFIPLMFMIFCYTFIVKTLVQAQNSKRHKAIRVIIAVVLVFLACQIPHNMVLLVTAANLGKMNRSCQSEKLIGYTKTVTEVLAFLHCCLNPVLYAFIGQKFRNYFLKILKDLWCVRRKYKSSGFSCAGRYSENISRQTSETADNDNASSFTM
Gli-Sufu antag: Gli-Sufu pathway antagonists, primary screen, luciferase luminescence, Sufu-KO-LIGHT cells, uHTS | Sufu-KO-LIGHT fibroblasts, Gli luciferase reporter luminescence | inhibition, % at 5 µM | 0.74% of 340,000 active | AID 588413, 2011;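 active means inhibition above about 55%, limit read from the data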;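 further: 0% = DMSO-treated cells and 100% = wells with medium but no cells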
UBC13 inh: UBC13 polyubiquitin chain formation inhibitors, primary screen, biochemical, TR-FRET, uHTS | inhibition, % at 20 µM | Ubiquitin-conjugating enzyme E2 N (Homo sapiens), P61088 | 0.47% of 330,000 active; in the data active means inhibition above about 45%, passing the limit was not always enough
An asterisk follows results filed as active; nt = not tested or not shown.

SMILES	APJ antagonist	ATG4B inhibitor	APJ ag	EBI2 antag	CXCR6 inh	CCR6 antag	Gli-Sufu antag	UBC13 inh
Cc1ccc(NCc2nnc(SCC(=O)N3CCCc4ccccc43)o2)c(C)c1	0.8	-10.9	-2.2	17.4	-2.3	9.1	-0.3	-5.3
CCn1c(SCC(=O)NCC2CCCO2)nc2ccccc21 (configuration not stated)	15.3	-3.4	-1.8	-3.3	0.7	1.3	2.2	5.4
COc1cccc(-c2nnc(SCC(N)=O)n2-c2ccc(Cl)cc2)c1	15.5	-2.7	-8.2	-1.7	-1.8	6.8	2.9	-0.2
COc1ccc(/C=C(/NC(=O)c2ccc(OC)c(OC)c2)C(=O)NCCCn2ccnc2)cc1	10.6	-1.4	2.1	-14.9	0.6	0.3	-18.6	-1.6
CC(=O)c1ccc(N2CCN(C(=O)c3ccc4nc[nH]c4c3)CC2)cc1	-2.0	-5.5	-0.5	4.2	-5.7	-8.9	3.8	-8.9
C=C[C@@H]1c2cc(C)ccc2N(S(=O)(=O)c2ccc(C)cc2)[C@H](c2ccccc2C(F)(F)F)C1(C#N)C#N	2.5	-2.7	-0.7	2.4	-1.5	12.7	24.8	-14.3
Cc1ccc(N2CC(C(=O)Nc3nnc(SCC(N)=O)s3)CC2=O)cc1C (configuration not stated)	13.6	14.1	7.9	-12.2	3.2	13.5	-5.5	-13.1
Cc1nn(-c2ccccc2)c(C)c1-c1cc(C(=O)N/N=C/c2ccc(O)cc2)[nH]n1	1.0	-1.9	-3.6	2.6	-11.0	-8.5	-2.3	21.6
COc1ccc(-c2cn(-c3ccc(C)cc3C)c(=S)[nH]2)cc1OC	0.1	-9.7	-0.5	-12.4	-6.4	5.2	26.9	-0.9
CCCCC(c1nnnn1CCOC)N1CCN(c2cccc(OC)c2)CC1 (configuration not stated)	nt	-0.1	nt	0.6	-16.7	7.3	-2.8	nt
COc1ccccc1/C=C/C=N/NC(=O)CN1CCN(S(=O)(=O)c2ccc(C)cc2)CC1	-6.9	-13.9	0.9	24.8	-11.7	-8.1	12.9	26.5
Cc1cccc2nc(CSc3nc4ccc([N+](=O)[O-])cc4[nH]3)cn12	2.4	-9.0	-1.8	7.9	-3.0	11.2	1.4	-8.6
Cn1c(SCC(=O)NCc2ccc3c(c2)OCO3)ncc(C(=O)Nc2ccc(F)cc2)c1=O	26.5	2.9	-0.4	10.9	5.0	7.8	13.6	50.5*
O=C(NC(c1ccc(Cl)cc1)c1cc(Cl)c2cccnc2c1O)c1cccnc1 (configuration not stated)	nt	16.1	nt	64.5*	11.9	35.4	18.1	nt
Cc1nc2ccccc2nc(=O)c1NNc1ccccc1	nt	-5.9	nt	8.5	12.8	12.7	-45.7	nt
O=C(NCCCN1CCOCC1)c1ccc(N2CCCC2)c([N+](=O)[O-])c1	-3.7	-5.2	-2.2	-3.0	10.3	2.0	-7.8	-17.8
COc1ccc(C(=O)N/C(=C\c2ccco2)C(=O)NCCCn2ccnc2)cc1	5.6	-4.4	5.8	3.9	3.6	-6.9	18.5	-8.4
Nc1nnc(SCC(=O)N2CCCCC2)s1	17.6	-2.5	-3.4	-8.2	-15.4	7.4	9.9	1.3
CCCCOC(=O)c1ccc(NC(=O)C(=O)NCCN(CC)CC)cc1	8.0	0.7	-1.0	-2.3	8.5	11.6	-16.6	4.2
CCOc1c2ccc(C(=O)NCc3ccccc3OC)cc2nn1CC	13.4	6.5	4.5	-9.1	-2.0	-0.4	31.4	11.7
CCn1nc(NS(=O)(=O)c2ccc(NC(C)=O)cc2)c2cc3ccc(C)cc3nc21	13.8	2.2	-1.3	5.8	12.7	25.5	-7.3	-5.1
COc1cccc(CC(=O)Nc2ccc(-c3csc(C)n3)cc2)c1	1.2	-3.5	-7.4	-12.3	4.7	0.8	0.2	5.3
CCOc1ccc2[nH]c(=O)c(C(c3nnnn3Cc3ccco3)N3CCC(C)CC3)cc2c1 (configuration not stated)	17.4	5.6	2.2	-2.4	11.8	10.8	-25.1	2.8
Cc1ccc(S(=O)(=O)N2CCCN(Cc3nc4ccccc4c(=O)[nH]3)CC2)cc1	16.2	-4.2	-2.2	9.8	-4.7	5.8	1.9	-26.0
Cc1ccc(C)c(NC(=O)NNC(=O)c2ccc3ccccc3c2O)c1	-90.0	5.6	10.0	-11.7	-7.0	0.5	-11.5	1.2
O=C1N/C(=N/N=C/c2ccc(F)cc2)SC1c1ccccc1 (configuration not stated)	25.3	1.1	-4.8	3.6	-7.8	-15.1	-9.5	-16.7
N/C(=N\NC(=O)c1ccccc1)c1cc2ccccc2oc1=O	-6.2	-12.3	-2.6	4.2	-4.1	-1.3	-9.7	-15.2
COC(=O)[C@H](CCSC)NC(=O)[C@@H](Cc1cnc[nH]1)NC(=O)OCc1ccccc1	7.8	-1.7	-4.1	-4.0	8.3	10.9	-9.6	1.4
COC(=O)c1c(NC(=O)C(=O)NCCCN2CCOCC2)sc2c1CC(C)(C)OC2	-9.9	-0.2	2.0	0.6	6.7	17.6	21.6	15.4
CN1CCC23c4ccccc4NC1C21CCN(C)C3Nc2ccccc21	2.4	-16.6	-1.8	-1.8	-0.5	-2.3	-1.8	6.1
Cc1ccc(NC(=S)NC2CCN(Cc3ccccc3)CC2)cc1C	25.0	-9.4	-2.3	10.5	3.7	3.8	23.8	0.2
O=C1OC=NC1=Cc1ccccc1	nt	-4.3	nt	-1.0	-5.0	15.9	8.6	nt
CCc1ccc(C2C(C#N)=C(N)Oc3n[nH]c(CC(=O)OC)c32)cc1 (configuration not stated)	21.9	-0.7	-2.9	-3.3	-12.8	21.6	9.6	2.6
CCC(C)(C)n1nnnc1C(c1ccncc1)N1CCC(C)CC1 (configuration not stated)	9.0	0.9	-2.7	2.8	13.8	11.2	21.8	0.0
O=c1c2ccc(Cl)cc2nc(-c2cccc(C(F)(F)F)c2)n1O	-0.4	5.9	-2.7	2.1	0.7	-1.1	25.7	-1.8
N#Cc1ccc(CSc2nnc(Nc3ccccc3)s2)cc1	5.4	-13.3	-3.6	3.7	-0.2	7.4	1.9	-9.6
COC(=O)c1sc(NC(=O)CSc2nnnn2C)nc1C	11.9	-6.3	-2.4	5.2	0.8	2.8	-38.0	-1.9
O=C(CCNS(=O)(=O)c1ccccc1C(F)(F)F)NCCCc1ccccc1	-10.5	-9.9	-3.1	1.3	-5.4	-6.2	-0.5	3.1
O=C(CSCCO)Nc1nccs1	11.6	2.0	-1.9	-12.0	2.3	9.0	-1.0	0.5
COc1ccc(NC(=S)N2CCc3ccccc3C2)cc1OC	-28.1	-7.7	-2.3	-1.2	-3.5	-18.8	1.9	-2.6
O=C(CCCn1cnc([N+](=O)[O-])n1)Nc1ccc(F)c(Cl)c1	-27.4	-9.2	2.7	-14.2	-25.6	-9.7	0.3	1.4
COC(=O)[C@H](C)NC(=O)NCc1ccccc1	-3.2	2.3	2.2	-10.2	-3.4	-9.6	6.4	-3.0
Cc1ccc2nc(NC(=O)C3CCCN(S(=O)(=O)c4cnc[nH]4)C3)sc2c1 (configuration not stated)	8.5	-3.4	3.0	-1.2	-4.8	13.8	-42.9	12.8
Cn1c(SCC(=O)Nc2cccc(O)c2)nnc1-c1ccc(S(=O)(=O)N2CCOCC2)cc1	13.3	-6.1	-0.6	-0.8	0.3	10.0	21.6	0.9
CCn1nc(C(=O)NC2=NCCS2)c2ccccc2c1=O	-10.5	-3.2	-0.8	1.3	-0.9	-1.3	1.4	5.9
Cc1cnc(C(=O)OCC(=O)Nc2cccc(Cl)c2)cn1	-11.5	-5.1	1.0	-3.6	4.0	-12.0	-6.3	-2.3
COc1cccc(-n2c(N)cc(=O)nc2SCC(=O)N2CCN(c3ccccc3)CC2)c1	11.6	-5.2	9.6	-8.4	2.0	9.8	-6.1	-5.5
COC(=O)C1C(=O)CC(C)(O)C(C(=O)OC)C1/C=C/c1ccccc1 (configuration not stated)	-5.6	5.8	-3.3	1.3	4.6	-6.5	-13.5	-3.9

One compound at a time, as listed above. Values in the order: APJ antagonist	ATG4B inhibitor	APJ ag	EBI2 antag	CXCR6 inh	CCR6 antag	Gli-Sufu antag	UBC13 inh
Profile of `Cn1c(SCC(=O)Nc2cccc(O)c2)nnc1-c1ccc(S(=O)(=O)N2CCOCC2)cc1` = 13.3	-6.1	-0.6	-0.8	0.3	10.0	21.6	0.9
Profile of `COc1ccc(NC(=S)N2CCc3ccccc3C2)cc1OC` = -28.1	-7.7	-2.3	-1.2	-3.5	-18.8	1.9	-2.6

New compounds follow.
SMILES	APJ antagonist	ATG4B inhibitor	APJ ag	EBI2 antag	CXCR6 inh	CCR6 antag	Gli-Sufu antag	UBC13 inh
Cc1ccc(-n2ncc3c(N4CCN(c5ccccc5)CC4)ncnc32)c(C)c1	-28.7	-3.0	16.7*	-19.4	-4.6	-13.3	20.5	3.0
Cc1ccc(CNC(=O)CSc2nc(=O)n3ccccc3n2)cc1	10.4	14.8	-5.0	-5.0	2.8	3.2	-10.2	-0.5
COc1ccccc1N/C(N)=N/c1nc(C)cc(C)n1	1.5	7.3	-5.9	-0.4	0.5	5.6	-2.0	-3.6
Cc1cccc(C)c1-n1nnnc1S(=O)(=O)Cc1ccccc1Cl	15.9	15.3	1.2	19.3	8.4	19.2	2.1	-5.1
O=C1NC(=S)NC(=O)C1=Cc1ccccc1C(=O)O	nt	2.0	nt	-3.9	-4.5	2.0	0.3	nt
Cc1cccnc1NC(=S)NCCc1ccccc1	10.2	5.4	-1.1	-9.9	12.8	11.1	-39.4	3.5

Entries listed so far with a halogen, in the order listed:
SMILES	APJ antagonist	ATG4B inhibitor	APJ ag	EBI2 antag	CXCR6 inh	CCR6 antag	Gli-Sufu antag	UBC13 inh
COc1cccc(-c2nnc(SCC(N)=O)n2-c2ccc(Cl)cc2)c1	15.5	-2.7	-8.2	-1.7	-1.8	6.8	2.9	-0.2
C=C[C@@H]1c2cc(C)ccc2N(S(=O)(=O)c2ccc(C)cc2)[C@H](c2ccccc2C(F)(F)F)C1(C#N)C#N	2.5	-2.7	-0.7	2.4	-1.5	12.7	24.8	-14.3
Cn1c(SCC(=O)NCc2ccc3c(c2)OCO3)ncc(C(=O)Nc2ccc(F)cc2)c1=O	26.5	2.9	-0.4	10.9	5.0	7.8	13.6	50.5*
O=C(NC(c1ccc(Cl)cc1)c1cc(Cl)c2cccnc2c1O)c1cccnc1 (configuration not stated)	nt	16.1	nt	64.5*	11.9	35.4	18.1	nt
O=C1N/C(=N/N=C/c2ccc(F)cc2)SC1c1ccccc1 (configuration not stated)	25.3	1.1	-4.8	3.6	-7.8	-15.1	-9.5	-16.7
O=c1c2ccc(Cl)cc2nc(-c2cccc(C(F)(F)F)c2)n1O	-0.4	5.9	-2.7	2.1	0.7	-1.1	25.7	-1.8
O=C(CCNS(=O)(=O)c1ccccc1C(F)(F)F)NCCCc1ccccc1	-10.5	-9.9	-3.1	1.3	-5.4	-6.2	-0.5	3.1
O=C(CCCn1cnc([N+](=O)[O-])n1)Nc1ccc(F)c(Cl)c1	-27.4	-9.2	2.7	-14.2	-25.6	-9.7	0.3	1.4
Cc1cnc(C(=O)OCC(=O)Nc2cccc(Cl)c2)cn1	-11.5	-5.1	1.0	-3.6	4.0	-12.0	-6.3	-2.3
Cc1cccc(C)c1-n1nnnc1S(=O)(=O)Cc1ccccc1Cl	15.9	15.3	1.2	19.3	8.4	19.2	2.1	-5.1
